AID2073 – disruptors of CaV2.2 binding to Mint1 – biochemical, HTRF (AID 2073); HTRF protein-protein interaction, Mint1-CaV2.2; higher % means a stronger effect; inhibition, % at 20 µM, or IC50 in µM where a hit was titrated; 290,000 tested, 0.19% active; in the data active = inhibition mostly above about 51%, no sharp cut-off; note: some results filed as inactive read as strong as hits
SIAH1 antagonists – Siah-1 peptide-binding antagonists, primary screen, biochemical, fluorescence polarization, rhodamine-plectin, uHTS (AID 1817); Siah-1 / rhodamine-plectin peptide fluorescence polarization; higher % means a stronger effect; one-dose displacement, % at 20 µM; IC50 in µM for titrated hits; 290,000 tested, 0.02% active;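 active = displacement of at least 50% at 20 µM, with a fluorescence ratio check between 0.3 and a set limit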;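 note: plate controls were Siah plus tracer with DMSO for no effect and tracer alone without Siah for full effect; strong numbers were not always called active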
LYP inhibition – inhibitors of LYP phosphatase, biochemical, fluorescence intensity, uHTS (AID 1779) | 290,000 tested, 0.054% active | one-dose inhibition, % at 11.5 µM; IC50 in µM for titrated hits | recombinant LYP phosphatase, fluorescence intensity; higher % means a stronger effect; in the data active = inhibition above about 50%;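 note: plate controls were vehicle with enzyme for no effect and no enzyme for full effect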
Numbers without * were called inactive.

1: CC1CN2C(c3ccc([N+](=O)[O-])cc3)=CSC2=N1 (configuration not stated)
2: Cc1cc2ccccc2cc1CN1CCCCC1
3: CCC(OC(=O)CNS(=O)(=O)c1ccccc1)C(=O)c1ccccc1 (configuration not stated)
4: Cn1cnc(S(=O)(=O)N2CCN(C(c3ccccc3)c3ccccc3)CC2)c1
5: COc1ccc(NC(=O)CCCCCN2C(=O)c3ccccc3C2=O)c(OC)c1
6: COc1ccc(CCNC(=O)c2cc(S(=O)(=O)N3CCCC3)cn2C)cc1OC
7: COc1ccc(CN(C)C(=O)c2[nH]c(C)c(C(C)=O)c2C)cc1F
8: CC(=O)c1ccc(OCCCC(=O)Nc2cccc(-c3nn[nH]n3)c2)cc1
assay / entry,1,2,3,4,5,6,7,8
AID2073,13.0%,6.9%,-5.6%,2.1%,-2.1%,14.1%,43.8%,0.2%
LYP inhibition,-8.8%,-11.6%,-0.5%,-8.5%,-8.5%,-5.9%,-2.9%,-2.3%
SIAH1 antagonists,7.8%,-6.0%,3.8%,-8.8%,5.8%,-6.9%,0.0%,-1.9%

9: Cc1cc(C)nc(NS(=O)(=O)c2ccc(NC(=O)c3nn(-c4ccccc4)ccc3=O)cc2)n1
10: Nc1n[nH]c(N)c1N=Nc1cccc(C(F)(F)F)c1
11: Cc1ccc(C)c(NC(=O)CCc2nnc3ccc(N4CCCC4)nn23)c1
12: CCOc1ccc(NC(=O)c2cccc(NC3=NC4CS(=O)(=O)CC4S3)c2)cc1 (configuration not stated)
13: Cc1cc(C)cc(OCC(=O)OCC(=O)c2cc(C)n(C3CC3)c2C)c1
14: CCN(CC)C(=O)CSc1nc(Cc2ccccc2)nc2ccccc12
15: Cc1c(C)c2c(OCC(=O)O)cc3c(c2oc1=O)CCC(C)(C)O3
16: CN(C1(C)CCS(=O)(=O)C1)S(=O)(=O)c1ccc(F)cc1 (configuration not stated)
assay / entry,9,10,11,12,13,14,15,16
AID2073,-1.0%,-6.5%,3.1%,5.1%,17.2%,8.7%,34.4%,-0.3%
LYP inhibition,-8.2%,0.1%,-6.5%,-11.9%,-4.3%,-7.3%,-15.2%,-4.4%
SIAH1 antagonists,-2.7%,-5.4%,1.5%,20.2%,-2.6%,-0.1%,5.7%,10.4%

17: O=c1c2ccccc2oc2ccc(Oc3ccccc3)cc12
18: COc1cccc(N(CC(=O)NC2CCCC2)C(=O)Cn2nnc(-c3ccc(C)o3)n2)c1
19: Cc1noc(C)c1C(=O)N1CCCC(N2CCN(c3cccc(C(F)(F)F)c3)CC2)C1 (configuration not stated)
20: COc1cccc(CN2CC(C(=O)N3CCOCC3)CCC2=O)c1 (configuration not stated)
21: COc1ccc(/C=C2/SC(=S)N(CCC(=O)N3CCN(C)CC3)C2=O)cc1
22: CC1(C)NC(=O)N(CC(O)CN(c2ccccc2)S(=O)(=O)c2ccccc2[N+](=O)[O-])C1=O (configuration not stated)
23: COc1ccc(C(=O)Nc2c(N)nc(SCC(=O)Nc3ccc(NC(C)=O)cc3)[nH]c2=O)cc1
24: CC1CCCC(NC(=O)c2ccncc2)C1C (configuration not stated)
assay / entry,17,18,19,20,21,22,23,24
AID2073,4.5%,25.4%,-5.2%,-0.9%,-7.4%,3.2%,18.0%,0.1%
LYP inhibition,6.2%,-7.3%,-5.7%,-9.5%,-1.4%,-6.7%,-5.9%,-13.5%
SIAH1 antagonists,-2.9%,0.8%,5.8%,-3.3%,5.0%,2.5%,4.2%,6.1%

25: CC(C)C[C@H]1CN=C(Nc2ccccc2)N1CC1CCCC1
26: Cc1cc(C)n(C(=O)CNC(=O)c2cccc(F)c2)n1
27: COc1ccccc1N1CCN(S(=O)(=O)c2ccc3c(c2)NC(=O)C(C)C(=O)N3)CC1 (configuration not stated)
28: CCN1CCN(c2cc(C)c3cc(NC(=O)c4ccc(C)c(C)c4)ccc3n2)CC1
29: Cc1ccc(CS(=O)(=O)CCC(=O)NCCc2ccccc2)cc1
30: CCc1ccccc1NC(=O)c1cc(-c2ccco2)on1
31: CCCN[C@@H]1C(=O)N2C(C(=O)OCCC)=C(C)CS[C@H]12
32: C(=N\NC1=NCCN1)/c1ccncc1
assay / entry,25,26,27,28,29,30,31,32
AID2073,7.7%,-2.1%,-0.2%,-0.8%,1.9%,12.4%,-10.3%,5.1%
LYP inhibition,-11.5%,-8.2%,-11.9%,-3.5%,-4.3%,1.4%,-9.8%,-7.9%
SIAH1 antagonists,0.1%,4.8%,17.9%,0.7%,2.9%,-2.3%,5.8%,0.2%

33: O=C1C(=O)N(CCCO)C(c2ccccc2)/C1=C(\O)c1ccc(Br)cc1 (configuration not stated)
34: O=C(Nc1c[nH]c2c(Cl)cccc2c1=O)N1CCN(c2ccccn2)CC1
35: O=C(N/N=C\c1ccc([N+](=O)[O-])s1)C1COc2ccccc2O1 (configuration not stated)
36: Cn1cc(C=O)c(-c2ccc3c(c2)OCCCO3)n1
37: CCOc1ccccc1N1CC(C(=O)Nc2ccccc2CC)CC1=O (configuration not stated)
38: Cc1ccc(S(=O)(=O)Nc2ncccn2)cc1
39: CC(C)NC(=O)c1ccc2c(c1)N(CC(=O)NC1CCCCC1)C(=O)C(C)(C)O2
40: Cc1cc(NS(=O)(=O)c2c(C(=O)N3CCOCC3)c(C)n(C)c2C)ccc1Br
assay / entry,33,34,35,36,37,38,39,40
AID2073,6.3%,2.8%,-12.5%,-0.7%,-2.6%,3.4%,1.0%,2.2%
LYP inhibition,-8.1%,-6.2%,-6.7%,-8.5%,-0.3%,-9.1%,-10.9%,-6.7%
SIAH1 antagonists,-1.8%,-3.5%,18.7%,-0.6%,1.1%,-4.8%,4.0%,2.0%

41: CC1CC(C)(C)N(C(=O)CN2C(=O)CCC2=O)c2ccccc21 (configuration not stated)
42: CCOc1ccc2c(c1)C(=O)C(=O)N2CC1COc2ccccc2O1 (configuration not stated)
43: Cc1ccc(CNC(=O)C2CCC(=O)N(CCc3ccc(Cl)cc3)C2)cc1 (configuration not stated)
44: COc1ccccc1-c1cc(C(=O)NC2CCCC2)no1
45: CCN(Cc1ccccc1)S(=O)(=O)c1ccc2c(c1)NC(=O)CS2
46: CCCCN(C(=O)C(C)Oc1ccc(Br)cc1)c1c(N)n(Cc2ccccc2)c(=O)[nH]c1=O (configuration not stated)
47: CC(=O)N1CCN(c2ccc(Oc3ccc([N+](=O)[O-])c(C(F)(F)F)c3)cc2)CC1
48: O=C(Nc1ccncc1)c1ccc(Cl)cc1
assay / entry,41,42,43,44,45,46,47,48
AID2073,3.2%,2.3%,1.7%,8.8%,9.8%,6.2%,-3.6%,12.2%
LYP inhibition,-12.8%,12.3%,-8.1%,-3.4%,-5.3%,-7.1%,-4.3%,-7.5%
SIAH1 antagonists,9.9%,0.4%,0.4%,-0.9%,1.6%,0.1%,0.5%,4.5%

49: Cn1ccc(C(=O)Nc2ccc3c(c2)OCCO3)n1
50: COc1ccc(CN2CCN(c3ncnc4scc(-c5ccc(F)cc5)c34)CC2)cc1
51: Cc1ccc(SC[C@H](C)CN2CC[C@H](NC(=O)OCc3ccccc3)CCC2=O)cc1
52: COC(=O)c1cccc(NC(=O)c2cnccn2)c1
53: O=C(Nc1nc(-c2ccccc2)cs1)c1ccccc1F
54: COc1ccc(/C=C(\C#N)C(=O)NCc2ccccc2)cc1
55: COc1ccc(N(C(=O)c2cccnc2)S(=O)(=O)c2ccc(F)cc2)cc1
56: Cc1ccc(/C=C(/NC(=O)c2ccccc2)C(=O)NC(Cc2c[nH]c3ccccc23)C(=O)O)cc1 (configuration not stated)
assay / entry,49,50,51,52,53,54,55,56
AID2073,-2.6%,9.7%,5.5%,-6.4%,19.4%,16.7%,5.8%,10.8%
LYP inhibition,-3.8%,2.7%,-4.8%,-7.9%,-4.7%,-3.3%,-10.9%,-5.3%
SIAH1 antagonists,3.3%,3.0%,-1.4%,3.6%,5.7%,-1.5%,-6.9%,0.3%

Reprinted: entries 46 to 56
46: CCCCN(C(=O)C(C)Oc1ccc(Br)cc1)c1c(N)n(Cc2ccccc2)c(=O)[nH]c1=O (configuration not stated)
47: CC(=O)N1CCN(c2ccc(Oc3ccc([N+](=O)[O-])c(C(F)(F)F)c3)cc2)CC1
48: O=C(Nc1ccncc1)c1ccc(Cl)cc1
49: Cn1ccc(C(=O)Nc2ccc3c(c2)OCCO3)n1
50: COc1ccc(CN2CCN(c3ncnc4scc(-c5ccc(F)cc5)c34)CC2)cc1
51: Cc1ccc(SC[C@H](C)CN2CC[C@H](NC(=O)OCc3ccccc3)CCC2=O)cc1
52: COC(=O)c1cccc(NC(=O)c2cnccn2)c1
53: O=C(Nc1nc(-c2ccccc2)cs1)c1ccccc1F
54: COc1ccc(/C=C(\C#N)C(=O)NCc2ccccc2)cc1
55: COc1ccc(N(C(=O)c2cccnc2)S(=O)(=O)c2ccc(F)cc2)cc1
assay / entry,46,47,48,49,50,51,52,53,54,55
AID2073,6.2%,-3.6%,12.2%,-2.6%,9.7%,5.5%,-6.4%,19.4%,16.7%,5.8%
LYP inhibition,-7.1%,-4.3%,-7.5%,-3.8%,2.7%,-4.8%,-7.9%,-4.7%,-3.3%,-10.9%
SIAH1 antagonists,0.1%,0.5%,4.5%,3.3%,3.0%,-1.4%,3.6%,5.7%,-1.5%,-6.9%

56: Cc1ccc(/C=C(/NC(=O)c2ccccc2)C(=O)NC(Cc2c[nH]c3ccccc23)C(=O)O)cc1 (configuration not stated)
assay / entry,56
AID2073,10.8%
LYP inhibition,-5.3%
SIAH1 antagonists,0.3%

(further entries)
57: COCCCNC(=O)CCn1nc(-c2ccc(Cl)cc2)ccc1=O
58: NS(=O)(=O)c1ccc(CCNS(=O)(=O)c2cccc3nsnc23)cc1
59: CCCCc1cc(=O)oc2cc(OC(C)C(=O)NCCN3CCOCC3)c(Cl)cc12 (configuration not stated)
60: CN(C)S(=O)(=O)c1cccc(COC(=O)Cc2c(F)cccc2Cl)c1
61: O=C(Cc1ccc(Cl)cc1Cl)NCc1cccnc1
62: Cc1ccccc1OCC(=O)Nc1ccc(N2CCN(C(=O)c3ccco3)CC2)cc1
63: Nc1nc2ccc(C(=O)N3CCCCC3)cc2s1
64: Cc1ncc(CN2CCCC(C(=O)Nc3ccc(-c4cccc(F)c4)cc3)C2)n1C (configuration not stated)
assay / entry,57,58,59,60,61,62,63,64
AID2073,-3.6%,-9.6%,15.0%,4.0%,5.7%,-8.9%,-23.5%,-2.8%
LYP inhibition,-1.3%,-2.6%,-9.1%,-6.3%,-7.8%,-0.9%,-3.9%,-6.9%
SIAH1 antagonists,3.7%,-1.7%,-0.1%,-2.5%,2.4%,-3.9%,-4.7%,3.5%

65: COCCC(=O)N1CCC(Oc2ccc(C(=O)NCCCC3CCCC3)cc2)CC1
66: O=C(CN1CCCC1)Nc1cccc(Cl)c1Cl
67: O=C(CNC(=O)c1cccs1)N=Nc1c(O)[nH]c2ccc([N+](=O)[O-])cc12
68: O=C(CSc1n[nH]c(-c2ccccc2)n1)NC1CCCCC1
69: Cc1cccc2c3c([nH]c12)CCNC3
70: Cn1c(=O)n(C)c2cc3[nH]cnc3cc21
71: N#Cc1ccccc1CSc1nc(N)cc(N)n1
72: C/C(=N/Nc1ccccc1[N+](=O)[O-])c1ccc([N+](=O)[O-])cc1
assay / entry,65,66,67,68,69,70,71,72
AID2073,10.6%,2.7%,4.8%,6.8%,10.1%,10.9%,-56.1%,5.5%
LYP inhibition,-8.7%,-16.6%,-2.5%,-5.3%,-5.5%,-5.0%,-5.8%,-0.6%
SIAH1 antagonists,-3.7%,0.1%,2.0%,-0.3%,-4.7%,-1.4%,-6.0%,4.9%

73: COc1ccc(N(C(=O)c2snc(C(N)=O)c2N)C(C(=O)NCc2ccccc2)c2ccc(O)cc2)cc1OC (configuration not stated)
74: NC(=O)c1nsc(C(=O)N(c2cccc(F)c2)C(C(=O)NCC2CCCO2)c2c[nH]c3ccccc23)c1N (configuration not stated)
75: CS(=O)(=O)c1nc(S(=O)(=O)c2ccc(Cl)cc2)c(N2CCOCC2)s1
76: CC(C(=O)Nc1ccccc1C(F)(F)F)N1CCN(C)CC1 (configuration not stated)
77: COc1ccccc1NC(=O)c1ccc(CSc2ccccc2)o1
78: O=C1c2ccccc2C(O)N1c1ccccc1 (configuration not stated)
assay / entry,73,74,75,76,77,78
AID2073,6.3%,4.8%,14.2%,-3.1%,13.2%,9.0%
LYP inhibition,-5.6%,-4.8%,-10.7%,-7.8%,-9.9%,-5.1%
SIAH1 antagonists,2.5%,4.5%,-2.3%,3.3%,-1.8%,-2.7%

Bioassay records deposited in PubChem BioAssay by Sanford-Burnham Center for Chemical Genomics.

Not all compounds are listed; rates above refer to the full screens.
